PostGolgi ctrl: growth inhibition of yeast control strain, primary screen, counter-screen for post-Golgi transport modulator project; efflux-deficient yeast background strain, growth absorbance A615, 16 h; inhibition, % at 10 µM; actives 5% (n = 98,000)
Rev-RRE block: HIV-1 Rev-RRE binding inhibitors, primary screen, biochemical, FRET, protein-RNA interaction; Rev peptide-RRE RNA binding; inhibition, % at 8 µM; actives 0.79% (n = 97,000); AID 704, 2007;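 active means inhibition above the screen-wide mean plus 3 SD, cut at about 35% in these data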;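 further: 0% = median DMSO wells and 100% = median Neomycin B control wells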
Target sequence (P05866 whole entry, looked up): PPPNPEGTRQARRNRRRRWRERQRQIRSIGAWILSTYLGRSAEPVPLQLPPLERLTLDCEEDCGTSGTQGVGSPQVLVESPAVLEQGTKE
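Assay system: Rev peptide and RRE RNA, both fluorescently labelled; times: 5 min preincubation and 15 min binding, 25 °C; detection: FRET, ex 480 nm, em 540 and 671 nm; read-out basis: % inhibition from 671/540 nm acceptor-to-donor ratio, scaled between controls; benchmarks: DMSO low control, neomycin B high control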
EphB4 ephrin blk: EphB4-ephrin-B2 interaction antagonists, primary screen, biochemical, TNYL-RAW peptide probe, fluorescence polarization | inhibition, % at 7 µM | AID 720, 2007 | Ephrin type-B receptor 4 (Homo sapiens), P54760 | actives 0.15% (n = 97,000) | EphB4 LBD / TNYL-RAW-Alexa532 peptide;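 active means inhibition above the screen-wide mean inhibition plus 3 SD, cut at about 15% in these data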;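 further: 0% = DMSO wells and 100% = excess unlabeled TNYL-RAW peptide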
FAK inh: FAK kinase inhibitors, primary screen, biochemical. biochemical FAK kinase activity assay. actives 0.84% (n = 97,000). inhibition, %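 (tested at 7 µM)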; in the data active means inhibition above about 19%;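 further: 0% = DMSO and 100% = reference compound high control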
S1P2 agonist: S1P2 receptor agonists, primary screen, cell-based | Sphingosine 1-phosphate receptor 2 (Homo sapiens), O95136 | S1P2-expressing cell line, agonist reporter read-out | activation, % at 4.5 µM | actives 0.46% (n = 97,000); in the data active means activation above about 16%;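 further: 0% = vehicle low control and 100% = maximal reference agonist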
Target sequence (O95136 whole entry, looked up): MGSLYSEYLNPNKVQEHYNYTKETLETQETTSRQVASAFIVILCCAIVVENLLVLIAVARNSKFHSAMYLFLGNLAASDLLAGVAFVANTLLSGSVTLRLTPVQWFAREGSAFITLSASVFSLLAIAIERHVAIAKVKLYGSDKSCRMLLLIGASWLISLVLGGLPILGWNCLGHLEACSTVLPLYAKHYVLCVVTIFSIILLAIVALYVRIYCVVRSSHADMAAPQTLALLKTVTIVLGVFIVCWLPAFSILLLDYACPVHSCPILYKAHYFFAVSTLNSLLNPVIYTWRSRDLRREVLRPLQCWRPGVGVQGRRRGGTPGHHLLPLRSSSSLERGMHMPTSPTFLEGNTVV
PostGolgi yeast: phenotypic screen on post-Golgi transport, primary screen | actives 0.9% (n = 98,000) | post-Golgi transport phenotypic cell assay | inhibition, % at 10 µM | AID 739, 2007;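 further: yeast cells grown in 1536-well plates; yeast grown about 18 h at 30C before absorbance read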
PTPN22 inh 2: PTPN22 phosphatase inhibitors, primary screen, biochemical, DiFMUP fluorescence, 2 µM | Tyrosine-protein phosphatase non-receptor type 22 (Homo sapiens), Q9Y2R2 | recombinant LYP catalytic domain | inhibition, % at 2 µM | actives 0.21% (n = 96,000) | AID 640, 2007;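 active means inhibition at 2 µM at or above a set limit, the screen mean plus 3 SD, cut at about 24% in these data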;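 further: 0% = DMSO with enzyme and 100% = enzyme fully blocked by orthovanadate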
LYP act: LYP phosphatase activators, primary screen, biochemical, DiFMUP fluorescence, 2 µM. Tyrosine-protein phosphatase non-receptor type 22 (Homo sapiens), Q9Y2R2. recombinant LYP; 0 = plate median, 100 = signal doubled. activation, % at 2 µM. actives 0.11% (n = 96,000). AID 697, 2007;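 active means activation at 2 µM above a set limit, the mean plus 5 SD, cut at about 37% in these data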
S1P2 blocker: human S1P2 receptor antagonists, primary screen, cell-based; Sphingosine 1-phosphate receptor 2 (Homo sapiens), O95136; cell-based S1P2 antagonist assay, inhibition at 5 uM; inhibition, % at 5 µM; actives 0.21% (n = 97,000); in the data active means inhibition above about 45%;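 further: CRE beta-lactamase reporter cells expressing human S1P2 stimulated with S1P; 0% = agonist at EC80 alone and 100% = agonist plus reference antagonist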
An asterisk follows results filed as active; . = not tested or not shown. Unless noted, no stated cut-off is given here; in the data, active means inhibition above about 30%; inactive means the rest.

SMILES	PostGolgi ctrl	Rev-RRE block	EphB4 ephrin blk	FAK inh	S1P2 agonist	PostGolgi yeast	PTPN22 inh 2	LYP act	S1P2 blocker
Cc1cc(C(=O)CSc2nnc(-c3ccc(F)cc3)o2)c(C)n1CC1CCCO1 (stereo not drawn)	20	-1	-4	3	-3	0	3	-3	-5
COc1ccc(C2CC(C)=NN2C=O)cc1OC (stereo not drawn)	4	5	1	-4	-4	-9	2	-3	7
O=C(NCC1CCCCC1)C1CCN(C(=O)NC2CCCCC2)CC1	-6	0	-1	2	-3	19	-14	11	3
CCOC(=O)Nc1ccc(S(=O)(=O)Nc2nc(C)cc(C)n2)cc1	2	6	4	-2	-3	-5	-1	-2	8
COC(=O)c1ccc(C(=O)OC)c(NC(=O)CSc2nnc(-c3ccccc3Cl)o2)c1	.	-1	-10	-3	-5	.	-13	12	-1
CCc1cc2c(=O)c(-c3nc4ccccc4[nH]3)coc2c(CN2CCC(C)CC2)c1O	.	7	-10	4	-8	.	2	-4	13
NC(=O)c1nsc(C(=O)N(CC(=O)NCc2ccc(F)cc2)Cc2ccco2)c1N	-18	-1	-1	2	-5	-3	1	0	-16
C/C(=C(\C#N)C(=O)NCCN1CCOCC1)N(C)C	5	2	0	-4	-8	4	7	-8	3
C=CCn1c(O)c(N=NC(=O)CNC(=O)/C=C/c2ccco2)c2ccccc21	0	-5	1	9	-14	2	12	-9	-24
S=C(NCc1cccs1)Nc1ccc(Cl)cc1	1	2	-2	5	-7	-1	5	-1	12

Reprinted at random: 2 records from the list, in no set order.
SMILES	PostGolgi ctrl	Rev-RRE block	EphB4 ephrin blk	FAK inh	S1P2 agonist	PostGolgi yeast	PTPN22 inh 2	LYP act	S1P2 blocker
Cc1cc(C(=O)CSc2nnc(-c3ccc(F)cc3)o2)c(C)n1CC1CCCO1 (stereo not drawn)	20	-1	-4	3	-3	0	3	-3	-5
O=C(NCC1CCCCC1)C1CCN(C(=O)NC2CCCCC2)CC1	-6	0	-1	2	-3	19	-14	11	3

Next compounds
SMILES	PostGolgi ctrl	Rev-RRE block	EphB4 ephrin blk	FAK inh	S1P2 agonist	PostGolgi yeast	PTPN22 inh 2	LYP act	S1P2 blocker
COc1ccc(-n2ncc(N(C)n3cccc3)c(Cl)c2=O)cc1	2	2	-12	3	-4	2	1	-5	12
S=C(c1ccc(Br)cc1)N1CCN(Cc2ccccc2)CC1	33*	1	6	2	-9	-3	12	-8	1
CCOc1ccc(C(Nc2ccc(C)cc2)P2(=O)OCC(C)(C)CO2)cc1 (stereo not drawn)	3	0	-6	-1	-7	4	-8	11	-4
CNc1ncc(C(=O)c2ccccc2)s1	-2	5	6	2	-7	-4	1	3	11
N#Cc1c2n(c3c(=O)n(Cc4ccccc4Cl)cnc13)CCCC2	12	9	-1	15	-5	21	2	-2	6
O=C(NC1CCCC1)C(c1ccccn1)N(C(=O)c1csnn1)C1CCCC1 (stereo not drawn)	.	-2	-6	0	0	.	1	-3	-32
Cc1cc(C)n(CCc2nc(-c3ccco3)cs2)n1	0	9	1	1	-7	-1	17	-16	4
CCn1c(Cn2nnc(-c3ccccc3)n2)nnc1SCC(=O)N1CCOCC1	3	4	1	-1	-6	25	-2	3	0
O=S(=O)(c1cccc(NC(=S)Nc2ccc(Br)cc2Cl)c1)N1CCOCC1	1	2	-8	-3	-1	6	0	4	-11
CCOc1ccc(NC(=O)Nc2cc(C)on2)cc1	-4	1	-6	0	-1	-1	5	-6	-12
COc1ccccc1N1CCN(S(=O)(=O)c2cccc(F)c2)CC1	9	7	-2	-3	-5	16	6	-6	1
CCOC(=O)N1CCC(Nc2ncnc3c2cnn3-c2ccc(C)cc2C)CC1	15	8	-2	1	-2	-8	-1	0	25
Cc1nn(C)cc1C(=O)Nc1cc(Oc2ccc(Cl)cc2)cc([N+](=O)[O-])c1	7	-5	-5	0	-3	-4	-4	4	-14
COc1ccc(N(C)C2=NS(=O)(=O)c3ccccc32)cc1	-6	5	-2	-4	4	-1	6	-4	-12
O=C(CCc1ccccc1)Nc1ccc(NC(=O)c2ccco2)nc1	4	0	0	2	-7	0	-7	7	8
COc1cccc(-c2nc(-c3ccc(NC(=O)c4ccncc4)cc3)no2)c1	1	7	2	3	-4	-2	6	-3	-1
CCN(c1ccccc1)S(=O)(=O)c1cc(C(=O)O)ccc1C	-1	-6	-4	2	-8	4	13	-10	10
Cn1c(=O)n(C)c2cc(/C=N/NC(=O)c3ccc(Cl)cc3Cl)ccc21	12	4	5	0	-8	0	2	3	-11
COc1ccc(NC(=S)NC(NC(=O)C(C)C)C(Cl)(Cl)Cl)c([N+](=O)[O-])c1 (stereo not drawn)	8	8	1	-8	-6	5	6	-4	14
COC(=O)c1cc2oc(C)cc2n1CC(=O)N(C)c1ccccc1	22	5	3	-2	-3	-3	-11	11	-2
CCOc1nc(-c2ccc(C)cc2)ccc1-c1noc(-c2cccnc2)n1	25	16	-2	-1	-4	-6	1	0	2
CCCn1c(SCC(=O)/C(C#N)=C(\C)N)n[nH]c1=O	4	10	-5	4	-6	22	2	-5	21
O=C(NC1CCCCC1)C(c1ccncc1)N(Cc1ccccc1)C(=O)c1ccc(-c2ccccc2)[nH]1 (stereo not drawn)	12	0	4	0	-7	9	16	-12	26
COC(=O)Nc1ccc(S(=O)(=O)N2CCC(Cc3ccccc3)CC2)cc1	35*	10	5	0	-5	3	-2	-2	-10
O=c1c2cnn(-c3ccccc3)c2nc(-c2cccs2)n1-c1ccc(Cl)cc1	12	8	10	6	-1	11	13	-9	-1
COc1ccc2nc(NC(=O)C3CCN(S(=O)(=O)c4cccnc4)CC3)sc2c1	17	7	3	16	-7	2	0	-4	12
CC(C)N(C(=O)CSc1nnnn1C1CCCC1)C(C)C	7	5	1	-8	-8	-9	2	-4	9
CCCCCOc1ccccc1C(=O)NCCC(=O)O	3	1	-8	-3	-5	15	0	4	-13
CCOc1ccc(C(=O)Nc2c3c(nn2-c2cccc(Cl)c2)CS(=O)C3)cc1 (stereo not drawn)	.	3	-4	5	-4	.	0	2	5
CCN(CC)S(=O)(=O)c1ccc2oc(C(=O)N3CCOCC3)c(C)c2c1	13	6	0	-1	-4	-5	2	1	8

Single records (already shown):
Record of `CCCCCOc1ccccc1C(=O)NCCC(=O)O` : PostGolgi ctrl = 3; Rev-RRE block = 1; EphB4 ephrin blk = -8; FAK inh = -3; S1P2 agonist = -5; PostGolgi yeast = 15; PTPN22 inh 2 = 0; LYP act = 4; S1P2 blocker = -13
Record of `CC(C)N(C(=O)CSc1nnnn1C1CCCC1)C(C)C` : PostGolgi ctrl = 7; Rev-RRE block = 5; EphB4 ephrin blk = 1; FAK inh = -8; S1P2 agonist = -8; PostGolgi yeast = -9; PTPN22 inh 2 = 2; LYP act = -4; S1P2 blocker = 9

(more compounds)
SMILES	PostGolgi ctrl	Rev-RRE block	EphB4 ephrin blk	FAK inh	S1P2 agonist	PostGolgi yeast	PTPN22 inh 2	LYP act	S1P2 blocker
CC(C)CCNC(=O)CSc1nnc(-c2ccc(S(=O)(=O)N3CCCC3)cc2)n1C	11	4	8	0	-1	20	5	-6	0
CC(=O)c1ccc(NC(=O)Nc2ccccc2)cc1	-2	3	3	1	2	11	8	-6	0
O=C1/C(=C/c2cccnc2)Oc2cc(OS(=O)(=O)c3ccc(Cl)cc3)ccc21	8	6	7	1	-4	-6	11	-9	-20
CCCOc1ccc(C2(C(=O)O)CCCC2)cc1	2	2	-3	1	-8	4	-4	2	6
C=CCN1CN(S(=O)(=O)c2cccs2)c2nc3ccccc3nc21	9	9	-2	12	-9	5	-4	2	4
Cc1ccc(SCC(=O)NC(=O)NCc2ccco2)c(C)c1	3	3	-1	7	-5	3	-2	1	2
CCOC(=O)C1=C(CNCc2ccc(C)cc2)NC(=O)NC1c1cc(C)ccc1C (stereo not drawn)	21	8	7	-1	1	-2	12	-12	4
CCc1n[nH]c(=O)n1Cn1c(CC)n[nH]c1=O	4	1	0	-3	-6	-10	2	2	3
CCOC(=O)C(NC(C)=O)(Nc1ccc(S(=O)(=O)Nc2cc(C)nc(C)n2)cc1)C(F)(F)F (stereo not drawn)	2	4	3	-4	-5	-10	-1	0	8
O=C(OCCOCCN=C1NS(=O)(=O)c2ccccc21)C1CC(=O)N(c2ccccc2)C1 (stereo not drawn)	3	-1	-3	0	-3	-1	-2	1	2
O=C(CC(c1ccccc1)C1CCCCC1=O)c1ccco1 (stereo not drawn)	.	10	0	1	-7	.	-1	1	-11
Cc1ccc(S(=O)(=O)N2C(=O)CCC2C(=O)NCc2ccco2)cc1 (stereo not drawn)	5	1	9	1	-7	-1	0	4	-14
CC(=O)c1cccc(S(=O)(=O)N2CCC(n3nnc4cc(F)ccc43)CC2)c1	1	11	9	-1	-3	11	6	-3	-41
O=C1NCCN1Cc1ccc(F)cc1	-2	4	0	1	-4	-3	0	2	5
COc1cccc(/C(O)=C2/C(=O)C(=O)N(CCN3CCOCC3)C2c2cccnc2)c1 (stereo not drawn)	.	8	3	-2	-8	.	-5	5	-3
Cc1onc(-c2ccccc2)c1C(=O)N1CCCc2ccccc21	20	6	2	0	-7	3	10	-10	-7
CCOCCCNC(=O)C1CCN(S(=O)(=O)N2CC(C)CC(C)C2)CC1 (stereo not drawn)	0	3	-1	8	-2	1	-3	2	7
Cc1ccc(-n2c(Cc3cccn3C)nnc2SCC(=O)N2CCN(c3ccccc3)CC2)cc1	5	-1	-5	0	-2	-2	-8	5	-15
COCCNC(=O)c1onc(CSc2ccccc2F)c1C(=O)O	-2	3	-2	-8	-10	-2	-1	4	-8
CNC(=O)c1ccccc1S(=O)(=O)c1ccccc1C#N	-2	8	-4	3	-6	0	5	-3	17
CC(Cc1ccccc1)N/C=C1\CC(=O)NC1=O (stereo not drawn)	13	7	7	0	-4	4	7	-6	21
O=C(CSc1ccc(Cl)cc1)NCC1CCCO1 (stereo not drawn)	-5	6	-2	0	-6	0	3	-4	-20
COc1ccc(C2C3=C(CC(C)(C)CC3=O)Nc3cc4c(cc32)OCO4)cc1 (stereo not drawn)	22	2	-4	6	-3	9	-17	22	-2
CSCC[C@H](NC(=O)Nc1cccc(C(F)(F)F)c1)C(=O)O	3	3	0	0	-2	23	-2	0	3
CCOC(=O)CN(C(=O)Cn1nnc2ccccc21)C(C(=O)NCCOC)c1ccccc1 (stereo not drawn)	5	10	5	-1	0	-9	7	-8	-1
COc1ccc(-c2cc(C(=O)Nc3c(C)nn(Cc4ccccc4Cl)c3C)no2)cc1	3	5	2	-1	-8	-4	2	-2	17
COc1ccc(CS(=O)(=O)/C(Cl)=C(/Cl)C(=O)Nc2ccc(OC)nc2)cc1	65*	1	0	-1	-14	29	-6	6	95*
Cc1ccccc1C(=O)Nc1ccc(Cl)cn1	13	5	5	1	0	-2	6	-6	25
CCOC(=O)Nc1ccc2c(c1)ncn2C1CCCCC1	2	4	1	3	-2	-2	8	-9	-26
CC(C)C(NS(=O)(=O)c1cccc2nsnc12)C(=O)Nc1nc2ccc(Cl)cc2s1 (stereo not drawn)	47*	10	-9	-2	-2	-1	5	-8	2
Cn1nccc1C(=O)Nc1ccc(OC(=O)c2ccnn2C)cc1	0	6	0	0	-7	-1	5	-6	0
CS(=O)(=O)NC1c2cccc3cccc(c23)C1Sc1nncn1/N=C/c1ccco1 (stereo not drawn)	-2	2	-4	2	-1	3	0	0	15
CS(=O)(=O)N1CCC(C(=O)Nc2ccc3c(c2)OCO3)CC1	4	1	3	0	1	6	-9	8	0
COCCN1C(=O)C(CC(=O)Nc2ccc(C(C)=O)cc2)SC1=Nc1ccccc1 (stereo not drawn)	-4	13	4	-1	-3	0	8	-8	-16
